NSD2 inh: blocks human NSD2 histone methyltransferase activity. 44,000 compounds, 0.07% hits. AID 624260. O96028. inhibition, % at 12.5 µM. NSD2-SET H3K36me1 DELFIA fluorescence, biochemical; in the data active = inhibition above about 54%, passing the limit was not always enough;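 note: inhibitors reduce the monomethyl H3K36 fluorescence signal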
Starred values were filed as active, the others as inactive.

SMILES	NSD2 inh
Cc1noc(C)c1S(=O)(=O)N(C)C[C@@H]1Oc2ccc(NC(=O)CCCCCC(=O)Nc3ccccc3N)cc2CC(=O)N([C@H](C)CO)C[C@H]1C	1
C[C@H](CO)N1C[C@H](C)[C@@H](CN(C)S(=O)(=O)c2ccc(F)cc2)Oc2ccc(NS(=O)(=O)c3cccs3)cc2CC1=O	8
C[C@H](CO)N1C[C@H](C)[C@H](CN(C)Cc2ccc(C(=O)O)cc2)Oc2ccc(NC(=O)Nc3ccc4c(c3)OCO4)cc2C1=O	-3
C[C@@H]1CN([C@@H](C)CO)C(=O)c2cc(NC(=O)NC3CCCCC3)ccc2O[C@@H]1CN(C)C(=O)Nc1ccc(C(F)(F)F)cc1	-4
CC(C)CC#Cc1ccc2c(c1)O[C@@H](CN(C)Cc1ccccc1F)[C@@H](C)CN([C@H](C)CO)S2(=O)=O	3
C[C@@H]1CN([C@H](C)CO)C(=O)c2cc(C#Cc3ccccn3)cnc2O[C@@H]1CN(C)C(=O)c1ccccn1	-1
O=c1c(O[C@@H]2O[C@H](CO)[C@@H](O)[C@H](O)[C@H]2O)c(-c2ccc(O)c(O)c2)oc2cc(O)cc(O)c12	27
C[C@@H]1CN([C@@H](C)CO)C(=O)c2cc(-c3cccc(C#N)c3)cnc2O[C@@H]1CN(C)Cc1cccnc1	3
COc1ccc(C#Cc2ccc3c(c2)[C@]2(C(=O)N3)[C@H](C(N)=O)[C@H]3C(=O)O[C@H](c4ccccc4)[C@H](c4ccccc4)N3[C@@H]2c2ccc(O)cc2)cc1	2
Clc1ccc2nc(-c3cccnc3)c(Nc3ccccc3)n2c1	-6
CC(C)CC#Cc1cnc2c(c1)C(=O)N([C@@H](C)CO)C[C@H](C)[C@@H](CN(C)Cc1cccc(F)c1)O2	1
C[C@H](CO)N1C[C@H](C)[C@H](CN(C)CC2CCOCC2)Oc2cc(C3=CCCC3)ccc2S1(=O)=O	-3
CN(C)C(=O)C[C@H]1C[C@H]2c3cc(NC(=O)c4ccc5c(c4)OCO5)ccc3O[C@H]2[C@H](CO)O1	6
COc1ccc(NC(=O)N(C)C[C@H]2OCc3ccccc3-c3c(n(C)c4ccccc34)C(=O)N([C@H](C)CO)C[C@H]2C)cc1	-9
CC(C)C#Cc1ccc2c(c1)O[C@@H](CN(C)C(=O)c1cnccn1)[C@@H](C)CN([C@H](C)CO)S2(=O)=O	-1
COCC(=O)Nc1ccc2c(c1)[C@H]1C[C@H](CC(=O)NCc3ccccn3)O[C@H](CO)[C@H]1O2	3
COC(=O)CCCCCCC(=O)N/N=C/[C@H](O)[C@@H](O)[C@H](O[C@@H]1O[C@H](CO)[C@H](O)[C@H](O)[C@H]1O)[C@H](O)CO	0
COc1ccc(S(=O)(=O)Nc2ccc3c(c2)C(=O)N([C@H](C)CO)C[C@H](C)[C@H](CN(C)C(=O)Nc2ccc(C(F)(F)F)cc2)O3)cc1	-6
C[C@@H]1CN([C@H](C)CO)C(=O)c2cc(NS(=O)(=O)c3cccs3)ccc2O[C@@H]1CN(C)Cc1ccccc1	8
C[C@H]1CN([C@@H](C)CO)C(=O)Cc2cc(NC(=O)Nc3cccc4ccccc34)ccc2O[C@@H]1CN(C)S(=O)(=O)c1ccccc1	-11
Cc1ccc(F)cc1S(=O)(=O)N[C@@H]1CCN(Cc2ccc(OC(C)C)cc2)C1	2
COc1ccc(C(=O)O[C@H]2CC(C)=CC[C@]3(C)[C@@H]2[C@](O)(C(C)C)C[C@@H]3O)cc1	1
C[C@H]1CN([C@@H](C)CO)C(=O)c2cc(C#CCN(C)C)cnc2O[C@H]1CN(C)C(=O)c1ccc(F)cc1	-1
C[C@@H]1CN([C@@H](C)CO)C(=O)c2cc(NS(=O)(=O)c3ccccc3)ccc2O[C@@H]1CN(C)C	2
COc1ccc([Si](C)(C)[C@@H]2[C@@H](CCn3cc([C@H](O)c4ccccc4)nn3)O[C@]3(C(=O)N(Cc4ccc(N5CCC5=O)cc4)c4ccccc43)[C@H]2C)cc1	-2

4 of the compounds above, bar-delimited.
compound | NSD2 inh
COC(=O)CCCCCCC(=O)N/N=C/[C@H](O)[C@@H](O)[C@H](O[C@@H]1O[C@H](CO)[C@H](O)[C@H](O)[C@H]1O)[C@H](O)CO | 0
COc1ccc(S(=O)(=O)Nc2ccc3c(c2)C(=O)N([C@H](C)CO)C[C@H](C)[C@H](CN(C)C(=O)Nc2ccc(C(F)(F)F)cc2)O3)cc1 | -6
C[C@@H]1CN([C@H](C)CO)C(=O)c2cc(NS(=O)(=O)c3cccs3)ccc2O[C@@H]1CN(C)Cc1ccccc1 | 8
C[C@H]1CN([C@@H](C)CO)C(=O)Cc2cc(NC(=O)Nc3cccc4ccccc34)ccc2O[C@@H]1CN(C)S(=O)(=O)c1ccccc1 | -11

Back to the main list, starting four compounds before the break.
SMILES	NSD2 inh
COc1ccc(C(=O)O[C@H]2CC(C)=CC[C@]3(C)[C@@H]2[C@](O)(C(C)C)C[C@@H]3O)cc1	1
C[C@H]1CN([C@@H](C)CO)C(=O)c2cc(C#CCN(C)C)cnc2O[C@H]1CN(C)C(=O)c1ccc(F)cc1	-1
C[C@@H]1CN([C@@H](C)CO)C(=O)c2cc(NS(=O)(=O)c3ccccc3)ccc2O[C@@H]1CN(C)C	2
COc1ccc([Si](C)(C)[C@@H]2[C@@H](CCn3cc([C@H](O)c4ccccc4)nn3)O[C@]3(C(=O)N(Cc4ccc(N5CCC5=O)cc4)c4ccccc43)[C@H]2C)cc1	-2
COc1ccc(NC(=O)Nc2ccc3c(c2)CC(=O)N([C@@H](C)CO)C[C@H](C)[C@@H](CN(C)Cc2ccc(Oc4ccccc4)cc2)O3)cc1	-7
Cc1noc(C)c1S(=O)(=O)N(C)C[C@@H]1Oc2c(NS(=O)(=O)c3cccs3)cccc2C(=O)N([C@H](C)CO)C[C@@H]1C	1
Cc1ccc(S(=O)(=O)N(C)C[C@H]2OCCCC[C@H](C)Oc3ccc(NC(=O)Nc4cccc5ccccc45)cc3C(=O)N([C@@H](C)CO)C[C@@H]2C)cc1	0
O/N=C/c1ccc(Cl)s1	-2
Cc1cccc(CN(C)C[C@@H]2OCc3cn(nn3)CCCC(=O)N([C@@H](C)CO)C[C@@H]2C)c1	1
C[C@H]1CN([C@@H](C)CO)C(=O)c2cc(C#CC3CC3)cnc2O[C@H]1CN(C)S(C)(=O)=O	2
C[C@@H]1CN([C@H](C)CO)S(=O)(=O)c2ccc(Br)cc2O[C@H]1CN(C)Cc1cncnc1	5
CN1CCN(C(=O)C[C@@H]2CC[C@H](NC(=O)Nc3ccccc3F)[C@@H](CO)O2)CC1	3
Cc1noc(C)c1C(=O)N(C)C[C@H]1OCc2ccccc2-c2ccccc2C(=O)N([C@@H](C)CO)C[C@@H]1C	14
C[C@@H]1CN([C@H](C)CO)C(=O)CCCn2cc(nn2)CO[C@H]1CN(C)S(=O)(=O)c1cccs1	1
Cc1noc(C)c1NC(=O)N(C)C[C@H]1OCCCC[C@H](C)Oc2ccc(NC(=O)C3CCCCC3)cc2C(=O)N([C@H](C)CO)C[C@@H]1C	4
COc1ccc(S(=O)(=O)N(C)C[C@@H]2Oc3ccc(NC(=O)Nc4c(C)noc4C)cc3CC(=O)N([C@@H](C)CO)C[C@H]2C)cc1	-3
Cc1ccc(S(=O)(=O)N(C)C[C@H]2Oc3c(NC(=O)C4CC4)cccc3C(=O)N([C@@H](C)CO)C[C@H]2C)cc1	5
C[C@@H]1CN([C@H](C)CO)C(=O)c2cc(NC(=O)CCC(F)(F)F)ccc2O[C@@H]1CN(C)Cc1ccc(C(=O)Nc2ccccc2N)cc1	0
C[C@H]1CN([C@@H](C)CO)C(=O)c2cccc(NC(=O)c3ccc(-c4nccs4)cc3)c2O[C@@H]1CN(C)C(=O)NC1CCCCC1	1
C[C@H](CO)N1C[C@H](C)[C@H](CN(C)C(=O)NC2CCCCC2)Oc2ccc(NC(=O)CCCN(C)C)cc2C1=O	1
CC(C)NC(=O)N(C)C[C@@H]1OCCCC[C@@H](C)Oc2ccc(NC(=O)c3ccncc3)cc2C(=O)N([C@@H](C)CO)C[C@H]1C	3
COc1ccc(CN(C)C[C@@H]2Oc3ccc(NC(=O)Nc4ccc5c(c4)OCO5)cc3C(=O)N([C@@H](C)CO)C[C@H]2C)cc1	-5
C[C@H]1CN([C@@H](C)CO)C(=O)c2cccc(NC(=O)Nc3cccc4ccccc34)c2O[C@H]1CN(C)CC1CC1	0
C[C@@H]1CCCCO[C@@H](CN(C)S(=O)(=O)c2ccccc2)[C@H](C)CN([C@@H](C)CO)C(=O)c2cc(NC(=O)CCC(F)(F)F)ccc2O1	3
C[C@H](CO)N1C[C@H](C)[C@@H](CN(C)Cc2ccc(C(=O)O)cc2)Oc2c(NC(=O)c3ccncc3)cccc2C1=O	3
C[C@H](CO)N1C[C@H](C)[C@H](CN(C)S(=O)(=O)c2cn(C)cn2)Oc2ccc(NC(=O)Nc3cccc4ccccc34)cc2C1=O	0
O=C(C[C@@H]1C[C@@H]2c3cc(NC(=O)c4ccc5c(c4)OCO5)ccc3O[C@@H]2[C@@H](CO)O1)NCc1ccccn1	4
C[C@@H]1CN([C@H](C)CO)C(=O)Cc2cc(NS(C)(=O)=O)ccc2O[C@@H]1CN(C)Cc1ccc(C(F)(F)F)cc1	10
C[C@@H]1CN([C@H](C)CO)C(=O)Cc2cc(NC(=O)Cc3ccccc3)ccc2O[C@@H]1CN(C)CC1CC1	-9

Continued:
SMILES	NSD2 inh
C[C@H]1CN([C@@H](C)CO)C(=O)Cc2cc(NC(=O)Nc3cccc4ccccc34)ccc2O[C@H]1CN(C)C	5
COCCNC(=O)C[C@H]1C[C@H]2c3cc(NS(=O)(=O)c4ccccc4)ccc3O[C@H]2[C@@H](CO)O1	1
C[C@@H]1CN([C@H](C)CO)C(=O)c2cccc(NC(=O)Nc3ccc4c(c3)OCO4)c2O[C@@H]1CN(C)Cc1ccc2c(c1)OCO2	3
CC(C)CC#Cc1cnc2c(c1)C(=O)N([C@@H](C)CO)C[C@@H](C)[C@@H](CN(C)Cc1ccc3c(c1)OCO3)O2	9
C[C@@H]1CN([C@@H](C)CO)C(=O)Cc2cc(NC(=O)CCCN(C)C)ccc2O[C@@H]1CN(C)S(=O)(=O)c1ccc(Cl)cc1	29
Cc1ccc(S(=O)(=O)N(C)C[C@@H]2Oc3ccc(NC(=O)Cn4cnnn4)cc3CC(=O)N([C@@H](C)CO)C[C@H]2C)cc1	-3
C[C@@H]1CN([C@@H](C)CO)C(=O)c2cc(NS(C)(=O)=O)ccc2O[C@@H](C)CCCCO[C@H]1CN(C)S(=O)(=O)c1cn(C)cn1	-1
COc1ccc(COC[C@@]23Oc4ccccc4[C@@H](NC(=O)N2C)[C@H]3CO)cc1	-2
C[C@@H]1CN([C@@H](C)CO)C(=O)c2cccc(NC(=O)NC3CCCCC3)c2O[C@@H]1CN(C)Cc1ccc(C(=O)Nc2ccccc2N)cc1	-4
CCN(CC)c1ccc(/C=N/NC(=O)c2ccc(C(=O)NO)cc2)c(O)c1	11
C[C@@H]1CN([C@@H](C)CO)C(=O)Cc2cc(NC(=O)CCCCCC(=O)Nc3ccccc3N)ccc2O[C@@H]1CN(C)S(=O)(=O)c1ccccc1	-4
C[C@H]1CN([C@@H](C)CO)C(=O)c2cc(NC(=O)Nc3cccc4ccccc34)ccc2O[C@@H]1CN(C)Cc1ccccc1	-3
C[C@H]1CN([C@@H](C)CO)C(=O)c2cccc(NC(=O)Nc3ccc4c(c3)OCO4)c2O[C@H]1CN(C)C(=O)NC1CCCCC1	-6
C[C@H]1CN([C@@H](C)CO)S(=O)(=O)c2ccc(C#Cc3ccncc3)cc2O[C@@H]1CN(C)S(=O)(=O)c1ccccc1	22
COc1cccc(NC(=O)N(C)C[C@@H]2Oc3cc(-c4ccccc4F)ccc3S(=O)(=O)N([C@H](C)CO)C[C@@H]2C)c1	-4
C[C@@H]1CN([C@@H](C)CO)C(=O)c2cc(NC(=O)Cc3cn(C)c4ccccc34)ccc2O[C@H]1CN(C)CC1CCCCC1	-9
COc1ccc(NC(=O)N(C)C[C@@H]2OCCCC[C@H](C)Oc3ccc(NC(=O)CCC(F)(F)F)cc3C(=O)N([C@H](C)CO)C[C@H]2C)cc1	1
C[C@@H]1CN([C@H](C)CO)C(=O)c2cc(NC(=O)Nc3ccc(C(F)(F)F)cc3)ccc2O[C@@H](C)CCCCO[C@@H]1CN(C)S(=O)(=O)c1cn(C)cn1	0
C[C@@H]1CN([C@H](C)CO)S(=O)(=O)c2ccc(C#Cc3ccccc3)cc2O[C@@H]1CN(C)S(=O)(=O)c1ccccc1F	5
CNC[C@H]1Oc2ncc(C#Cc3ccccc3F)cc2C(=O)N([C@@H](C)CO)C[C@H]1C	1
O=C(CCc1ccc(O)cc1)CC(CCc1ccc(O)cc1)O[C@@H]1OC[C@@H](O)[C@H](O)[C@H]1O (stereo not given in full)	6
CC(C)(C=O)Cc1cc(C(C)(C)C)c(O)c(C(C)(C)C)c1	-2
CC(=O)OCCN1C(=O)c2c(C)nc3ccc(S(=O)(=O)N4CCOCC4)cc3c2C1=O	0
CCO[C@H]1OC(C(N)=O)=C[C@@H](c2csc3ccccc23)[C@@H]1CCCO	2
Cn1cnc(S(=O)(=O)N[C@@H]2C=C[C@@H](CC(=O)NCC3CCCCC3)O[C@H]2CO)c1	3

The list continues.
SMILES	NSD2 inh
C[C@@H]1CN([C@H](C)CO)C(=O)c2cc(NC(=O)C3CC3)ccc2O[C@H]1CN(C)Cc1ccc2c(c1)OCO2	8
COc1ccc(NC(=O)Nc2ccc3c(c2)C(=O)N([C@H](C)CO)C[C@H](C)[C@@H](CN(C)S(=O)(=O)c2ccc(C)cc2)O3)cc1	0
C[C@@H]1CN([C@H](C)CO)C(=O)c2cccc(NC(=O)C3CCOCC3)c2O[C@@H]1CN(C)C(=O)Nc1cccc2ccccc12	1
C[C@@H]1CN([C@H](C)CO)C(=O)Cc2cc(NC(=O)Nc3ccc(F)cc3)ccc2O[C@H]1CN(C)Cc1ccccc1	-4
C[C@H]1CN([C@@H](C)CO)C(=O)c2cc(NC(=O)Nc3ccc(C(F)(F)F)cc3)ccc2O[C@H]1CN(C)CC1CCCCC1	4
C[C@H]1CN([C@@H](C)CO)C(=O)Cc2cc(N(C)C)ccc2O[C@@H]1CN(C)Cc1ccc(C(F)(F)F)cc1	-9

A portion of the library. The share of hits here may be higher or lower than overall.
